Assay outcomes deposited in PubChem BioAssay by several laboratories.
FXN GAA850 act: activators of GAA850 frataxin (FXN) promoter. AID 540364. activation, % at 6 µM. HEK293 lucGAA850 FXN promoter luciferase reporter, 24 h; percent of 10 µM SAHA response. 360,000 tested, 0.56% active;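 active = activation above the average of all compounds screened plus 3 SD, cutoff fixed separately per campaign, cut at about 7.5% in these data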;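 note: 0% = DMSO wells and 100% = 10 µM SAHA wells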
GC-A act: GC-A (human) enzyme activation; P16066; HEK293 GC-A cells, cGMP TR-FRET, EC30 ANP; 0% at EC30 ANP, 100% saturating ANP; activation, % at 10 µM; 370,000 tested, 0.14% active; AID 1671463; in the data active = activation above about 40%
KLK7 zymogen act: activates the human kallikrein-7 zymogen; purified proKLK7, EDANS-DABCYL substrate fluorescence; 100% is mature enzyme control, 0% vehicle; activation, % at 7 µM; P49862; 370,000 tested, 0.9% active;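 active = activation above the mean of all tested compounds plus 3 SD, computed per campaign excluding outliers beyond control limits, cut at about 13% in these data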
GC-B act: GC-B (human) receptor activation; P20594; HEK293-GC-B cells, CNP EC30, cGMP TR-FRET; 0% at EC30 CNP, 100% saturating CNP; activation, % at 10 µM; 370,000 tested, 0.11% active; AID 1920062;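 active = activation at 10 µM reaching about 35% in either raw or pattern-adjusted values, limit read from the data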
ASAP1 inh: blocks human ASAP1-stimulated Arf1 GTP hydrolysis; 360,000 tested, 0.19% active; inhibition, % at 16.5 µM; AID 624377; Q9ULH1; GDP FP detection; in the data active = inhibition above about 25%;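 note: 0% = vehicle with enzyme and substrate and 100% = no enzyme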
Target sequence (Q9ULH1 325-724 limits assumed): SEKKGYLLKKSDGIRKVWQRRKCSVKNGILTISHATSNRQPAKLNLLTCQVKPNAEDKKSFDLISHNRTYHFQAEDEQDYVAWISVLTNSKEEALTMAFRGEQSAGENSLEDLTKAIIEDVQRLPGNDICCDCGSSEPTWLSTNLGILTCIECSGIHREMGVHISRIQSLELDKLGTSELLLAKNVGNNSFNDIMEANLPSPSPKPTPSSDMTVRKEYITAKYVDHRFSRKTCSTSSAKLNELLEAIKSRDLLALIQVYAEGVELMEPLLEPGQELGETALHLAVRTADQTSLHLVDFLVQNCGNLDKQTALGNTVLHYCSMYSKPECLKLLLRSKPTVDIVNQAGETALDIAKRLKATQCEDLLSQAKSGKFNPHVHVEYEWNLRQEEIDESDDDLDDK
Tn6 DDE FP: disrupts Tn6 cyclic peptide binding to fibrin D-Dimer-E complex; Fibrin DD(E) TRITC-Tn6 fluorescence polarization displacement; 370,000 tested, 0.21% active; inhibition, % at 8.3 µM; P02675;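 active = inhibition above a per-campaign cutoff: mean of compounds within control limits plus 3 SD, cut at about 15% in these data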;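 note: 0% = median of all compound wells on the plate and 100% = blocking peptide control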
Target sequence (P02675 whole entry, looked up): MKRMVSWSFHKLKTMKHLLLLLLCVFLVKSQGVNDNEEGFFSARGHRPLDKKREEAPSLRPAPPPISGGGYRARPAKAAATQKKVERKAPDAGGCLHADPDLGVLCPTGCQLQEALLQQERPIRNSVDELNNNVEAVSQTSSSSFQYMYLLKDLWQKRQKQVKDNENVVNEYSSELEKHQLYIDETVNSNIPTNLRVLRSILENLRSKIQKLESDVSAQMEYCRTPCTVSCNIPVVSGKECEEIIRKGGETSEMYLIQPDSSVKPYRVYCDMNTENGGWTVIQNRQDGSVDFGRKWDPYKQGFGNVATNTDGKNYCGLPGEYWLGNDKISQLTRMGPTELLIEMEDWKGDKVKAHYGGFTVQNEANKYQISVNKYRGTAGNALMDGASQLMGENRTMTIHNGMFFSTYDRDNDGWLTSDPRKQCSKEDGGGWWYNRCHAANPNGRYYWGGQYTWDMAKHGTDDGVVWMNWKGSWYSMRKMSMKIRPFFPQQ
ADAM10 inh: inhibits human ADAM10 | O14672 | recombinant ADAM10, EDANS/DABCYL FRET peptide cleavage, 3 h | inhibition, % at 7 µM | 370,000 tested, 0.62% active | AID 720582;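 active = inhibition above a per-campaign cutoff equal to the mean of compounds falling between control-based bounds plus 3 SD, cut at about 20% in these data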;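 note: 0% = DMSO wells while the 100% control is not disclosed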
ARFGAP1 inhibitor: inhibits rat ARF GTPase activating protein 1; Arfgap1-stimulated ARF1 GTP hydrolysis, GDP FP detection; Q62848; 360,000 tested, 0.26% active; inhibition, % at 16.5 µM;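 active = inhibition above a per-plate limit, mean inhibition of low control wells plus 3 SD, cut at about 25% in these data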;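 note: 0% = DMSO wells with enzyme and 100% = wells lacking Arfgap1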
Target sequence (Q62848 1-136 limits assumed): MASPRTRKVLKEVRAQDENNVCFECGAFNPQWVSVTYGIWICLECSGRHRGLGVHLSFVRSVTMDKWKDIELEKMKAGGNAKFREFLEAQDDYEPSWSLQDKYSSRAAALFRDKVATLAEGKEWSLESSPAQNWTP
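Material: rat Arfgap1 GAP domain (His6, aa 1-136), purified enzyme. Also added: human ARF1(Δ1-17)-GTP substrate. Compound dosing: 16.5 µM single point, 1.26% DMSO. Timing: enzyme reaction 120 min at 25 °C after 20 min preincubation. Signal: GDP detection by fluorescence polarization. Read-out basis: percent inhibition of GAP-stimulated GDP formation, scaled between DMSO and no-Arfgap1 medians.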
rCAG RNA binder: r(CAG) repeat RNA binding; inhibition, % at 3 µM; TO-PRO-1 dye displacement fluorescence; 370,000 tested, 1.3% active;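 active = inhibition above the plate cutoff, the mean of all test compounds on that plate plus 3 SD, cut at about 35% in these data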;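 note: 0% = DMSO alone and 100% = 100 µM mitoxantrone as full dye displacement; higher means more dye released from RNA so lower well fluorescence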
sPLA2-III inh: Blocks human group III sPLA2 activity; Q9NZ20; QFRET BODIPY PC-A2 liposome hydrolysis, fluorescence; inhibition, % at 12.2 µM; 370,000 tested, 0.56% active; AID 743126;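 active = inhibition above mean plus 3 SD of compounds lying within the high and low control bounds, cut at about 19% in these data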;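 note: 0% = median of test compound wells and 100% = no enzyme DMSO wells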
An asterisk follows results filed as active; . = no result given. Hits appear at their usual frequency; any-hit rate near 4.5%.

SMILES	FXN GAA850 act	GC-A act	KLK7 zymogen act	GC-B act	ASAP1 inh	Tn6 DDE FP	ADAM10 inh	ARFGAP1 inhibitor	rCAG RNA binder	sPLA2-III inh
Cc1c(C(C)NC(=O)c2cc(COc3cccc4cnccc34)on2)cnn1C (stereo not drawn)	-2.6	-3	8.4	-3	11	2	-130	-10	-7	4
O=C(Nc1ccccc1)C1CCCN1/C=C/C(=O)C(F)(F)F (stereo not drawn)	1.2	3	0.5	1	16	-1	3	5	-2	7
CN1CCN(C(=O)C2=C[C@@H](C(C)(C)C)C[C@@H](OCc3ccc(CO)cc3)O2)CC1	-0.4	-1	0.6	0	2	1	2	8	-11	10
CN1C(=O)C(=O)/C(=C(/O)c2ccc(Br)cc2)C1c1cccc([N+](=O)[O-])c1 (stereo not drawn)	1.8	2	0.3	3	6	-6	6	1	4	-10
CCCCNc1nc(N)nc(-c2cc(Cl)ccc2O)n1	14*	16	1.2	0	5	3	-72	7	8	3
COC(=O)Cn1cnc(C(=O)Nc2ccc(C)c(C)c2)n1	-1.9	6	-0.9	-4	18	1	0	-5	3	-3
COc1ccc([C@@H]2[C@@H]3C(=O)N(C(C)(C)C)C(=O)[C@@H]3[C@]3(Cc4ccccc4)C(=O)N(c4cccc(F)c4)C(=O)N23)cc1	-0.7	-1	-0.1	-10	6	-3	10	0	-2	-18
O=C(O)c1ccc2nc(-c3ccco3)c(-c3ccco3)nc2c1	-0.9	1	5.8	3	-14	-6	-90	-10	42*	-2
COc1ccc(/C=C/C(=O)Nc2ccc3c(c2)OCCO3)cc1OC	-2.0	0	0.8	0	15	1	7	9	1	-6
CC1CCCN(C(=O)c2ccc3c(c2)C(=O)N(CCC2=CCCCC2)C3=O)C1 (stereo not drawn)	0.5	-1	0.4	8	5	2	-2	-4	1	-1
CN(C)c1ccccc1C(=O)c1ccccc1N(C)C	-0.8	-4	0.4	-3	-4	7	2	4	1	1
CC1Sc2ccc(S(=O)(=O)N3CCC(C(=O)NCc4ccccc4)CC3)cc2NC1=O (stereo not drawn)	0.8	-1	0.2	-4	2	-6	-1	-17	-1	-25
CCOC(=O)c1c(CSc2ccccc2)n(C)c2ccc(O)c(CN3CCN(C)CC3)c12	0.9	-15	0.0	-3	7	1	-5	-3	-8	-22
Cc1cnc(C(=O)OCC(=O)NCc2cccc(Cl)c2)cn1	0.3	-1	-0.5	2	-3	2	3	10	5	-5
COc1cccc(NC(=O)Nc2cc(Cl)ccc2C)c1	0.5	-5	-0.4	-10	6	2	17	9	4	-7
O=C(COc1cccc(-n2cnnn2)c1)N1CCOCC1	-0.9	1	-1.2	1	5	1	2	6	1	1
CC(NCc1ccccc1O)c1ccccc1 (stereo not drawn)	0.3	2	0.3	-2	5	-1	2	7	0	7
CCN(CC)C(=O)/C(=C/c1ccc2c(c1)OCO2)NC(=O)c1ccc(Br)cc1	1.2	-2	-0.4	1	6	1	-12	18	-5	20*
CC(=O)c1ccc2cc3c(cc2c1)OCO3	-0.9	-4	1.7	-2	4	-3	-87	7	1	3
CCOc1ccc2nc(N3CCCN(C(=O)Nc4ccccc4C)CC3)c(C#N)cc2c1	1.3	2	0.1	0	6	2	-1	-4	2	4
Cc1nn(C)c2ncc(C(=O)c3cc(F)ccc3O)cc12	1.1	1	0.2	-2	0	4	6	1	-4	3
CCOC(=O)C1=C(C)Nc2nc(C)nn2C1c1cc(OC)ccc1OC (stereo not drawn)	-0.5	-7	-0.3	-7	-13	-2	-12	14	-1	7
C[C@@H]1CN([C@H](C)CO)C(=O)CCCn2nncc2CO[C@@H]1CN(C)C(=O)Nc1ccc2c(c1)OCO2	1.3	-1	0.1	0	4	1	-17	-7	1	7
CCOC(Cn1c(SCc2cc(C(C)=O)ccc2OC)nc2ccccc2c1=O)OCC	-3.2	8	0.5	15	-6	3	-8	-6	-2	4
c1cncc(CSc2ccc(-c3cccnc3)nn2)c1	1.2	0	-0.2	-1	17	-2	-6	0	-1	0

Compound profiles, from the list above. Values in the order: FXN GAA850 act | GC-A act | KLK7 zymogen act | GC-B act | ASAP1 inh | Tn6 DDE FP | ADAM10 inh | ARFGAP1 inhibitor | rCAG RNA binder | sPLA2-III inh
Profile of CC1CCCN(C(=O)c2ccc3c(c2)C(=O)N(CCC2=CCCCC2)C3=O)C1 (stereo not drawn) = 0.5 | -1 | 0.4 | 8 | 5 | 2 | -2 | -4 | 1 | -1
Profile of CN1CCN(C(=O)C2=C[C@@H](C(C)(C)C)C[C@@H](OCc3ccc(CO)cc3)O2)CC1 = -0.4 | -1 | 0.6 | 0 | 2 | 1 | 2 | 8 | -11 | 10
Profile of O=C(Nc1ccccc1)C1CCCN1/C=C/C(=O)C(F)(F)F (stereo not drawn) = 1.2 | 3 | 0.5 | 1 | 16 | -1 | 3 | 5 | -2 | 7
Profile of CC(NCc1ccccc1O)c1ccccc1 (stereo not drawn) = 0.3 | 2 | 0.3 | -2 | 5 | -1 | 2 | 7 | 0 | 7
Profile of CC1Sc2ccc(S(=O)(=O)N3CCC(C(=O)NCc4ccccc4)CC3)cc2NC1=O (stereo not drawn) = 0.8 | -1 | 0.2 | -4 | 2 | -6 | -1 | -17 | -1 | -25

More records:
SMILES	FXN GAA850 act	GC-A act	KLK7 zymogen act	GC-B act	ASAP1 inh	Tn6 DDE FP	ADAM10 inh	ARFGAP1 inhibitor	rCAG RNA binder	sPLA2-III inh
Cc1[nH]c2ccc(C(=O)N3CCN(c4cccc(Cl)c4)CC3)cc2c1C	-1.9	-3	0.5	-1	6	5	20	5	0	-53
Cc1ccc(S(=O)(=O)NC2(C(F)(F)F)NC(=O)N(C)C2=O)cc1 (stereo not drawn)	0.9	2	0.4	-2	14	-3	5	-3	1	-3
C/C(=C\c1ccccc1)C(=O)Nc1ccc(Cl)cn1	3.0	2	-0.9	-5	-6	2	-71	-8	0	-3
C=CCOn1c(=O)c(-c2ccc(F)cc2)[n+]([O-])c2ccccc21	1.4	1	0.3	-1	-3	-4	-6	21	1	7
CCCCn1c(N)c(N2CCOCC2)c(=O)n(CC(=O)NC(C)c2ccccc2)c1=O (stereo not drawn)	-1.0	.	0.2	.	2	1	-4	-9	-4	1
COC(=O)CSc1nnc2n1C(C)(C)Cc1ccccc1-2	0.9	1	-0.2	-6	6	7	-4	5	0	12
Cc1nnc(SCC(=O)NCc2ccc3c(c2)OCO3)[nH]c1=O	1.6	5	-0.2	0	-3	-6	-4	7	3	-2
COc1ccc(/C=C2\SC(=O)N(CCC(=O)N3CCN(C)CC3)C2=O)cc1	2.5	-2	0.1	3	5	4	1	5	-9	-4
COc1ccccc1NC(=O)c1cc(Cl)ccc1NC(=O)c1ccco1	-0.4	1	0.5	8	2	-2	6	5	-2	3
COc1cccc(/C=C2/Sc3ccc(C(=O)NCCCN4CCCC4)cc3NC2=O)c1	2.6	10	1.0	6	-8	-5	-7	20	16	-9
O=C(Nc1ccccc1)C1(c2ccccc2)CC1(Cl)Cl (stereo not drawn)	-0.5	-5	-0.4	-7	2	5	-8	5	0	0
Cc1c(C(=O)N2CCCC(C)C2)sc2ncnc(N3CCCCC3C)c12 (stereo not drawn)	2.4	-2	0.1	1	7	1	-1	-10	-10	-3
Cc1ccc2c3c([nH]c2c1C)-c1nonc1CC3	5.4	35	0.4	20	-2	-9	-13	-10	6	-21
O=C(COC(=O)c1cncc(Br)c1)NCC1CCCO1 (stereo not drawn)	1.3	2	0.9	1	-5	4	-9	2	1	-3
CCc1c(C(=O)NCc2ccc3c(c2)OCO3)[nH]c(C)c1C(C)=O	-0.7	1	-0.4	1	-10	4	-11	-1	1	5
CCc1cc2c(=O)n(-c3ccccc3)cnc2s1	4.6	1	-0.2	-1	-15	7	0	-4	-2	4
CC(C)n1cnc2c(Nc3cccc(F)c3)nc(NCCO)nc21	2.5	-6	0.7	-9	1	9	-5	-1	1	6
CCC(=O)NCCc1nc2ccccc2n1Cc1ccccc1	-1.7	2	0.8	-9	-10	6	-1	0	0	12
CCOC(=O)C1(CC2CCCCO2)CCN(C(=O)Nc2ccccc2CC)CC1 (stereo not drawn)	-0.3	-3	-0.2	-6	8	0	-10	-1	-7	12
Cc1cccc(Cc2c(C)nc3nc(SCC(=O)NCc4ccco4)nn3c2C)c1	1.0	-1	0.1	-3	1	1	-1	-12	2	-9
CN(CC(=O)Nc1ccc(F)cc1)C(=O)c1cccc(S(=O)(=O)N2CCN(c3ccccc3)CC2)c1	-2.8	-3	0.4	-4	5	2	7	10	5	-16
C=CCn1nnnc1SCC(=O)Nc1ccc(C(=O)OC)cc1	0.3	2	0.3	-2	-1	3	-2	-3	1	-3
CCn1c(COc2cccc(OC)c2)nnc1SCC(=O)N1CCOCC1	-1.6	7	-0.1	0	13	-3	-3	2	-5	4
COC(=O)c1ccc(CN2C(=O)NC(c3ccccc3)(c3ccccc3)C2=O)o1	-0.6	-9	0.7	-3	0	5	7	4	-1	-4
CCOC(=O)C(=CNc1cc(C)ccc1C)C(=O)OCC	0.2	-2	-0.3	7	0	3	1	11	-7	-5

Other records.
SMILES	FXN GAA850 act	GC-A act	KLK7 zymogen act	GC-B act	ASAP1 inh	Tn6 DDE FP	ADAM10 inh	ARFGAP1 inhibitor	rCAG RNA binder	sPLA2-III inh
COc1ccc(NC(=O)c2cnc3n(c2=O)CCS3)cc1OC	1.8	3	0.4	6	3	0	2	7	1	-4
CC(=O)c1c(C)nc2ccc(Cl)cn12	1.2	3	-1.1	7	5	-12	-1	-12	1	-6
O=C(OCc1ccc(F)cc1)c1cccnc1Cl	-0.2	1	-0.1	-1	-7	-2	3	2	-1	2
Cn1c(=O)c2[nH]c(SCCN3CCCCC3)nc2n(C)c1=S	1.1	-2	0.1	0	11	-3	-6	6	3	4
CC(C)c1ccc(NC(=O)c2cc(Br)ccc2Br)cc1	1.5	-1	-0.6	-3	-10	-9	0	8	0	1
Cc1ncc(CN2CCCC(C(=O)Nc3ccc(-n4ccnc4C)cc3)C2)cn1 (stereo not drawn)	-0.3	-1	-0.4	-2	12	0	-1	-2	-3	3
CSc1nc(N)nc(SCC(=O)c2ccccc2)c1C#N	3.6	-4	4.0	-11	-6	-2	-23	2	12	-21
CC(C)NC(=O)c1cc2c(s1)CCCC2	0.5	4	-0.3	2	-1	-7	3	-7	-3	6

3 structures already listed, arranged by number of heavy atoms, falling.
SMILES	FXN GAA850 act	GC-A act	KLK7 zymogen act	GC-B act	ASAP1 inh	Tn6 DDE FP	ADAM10 inh	ARFGAP1 inhibitor	rCAG RNA binder	sPLA2-III inh
CCCCn1c(N)c(N2CCOCC2)c(=O)n(CC(=O)NC(C)c2ccccc2)c1=O (stereo not drawn)	-1.0	.	0.2	.	2	1	-4	-9	-4	1
C=CCn1nnnc1SCC(=O)Nc1ccc(C(=O)OC)cc1	0.3	2	0.3	-2	-1	3	-2	-3	1	-3
CCc1cc2c(=O)n(-c3ccccc3)cnc2s1	4.6	1	-0.2	-1	-15	7	0	-4	-2	4
